# TDP2 inh – human TDP2 enzyme inhibitors, primary screen, biochemical, epi absorbance, recombinant enzyme; inhibition, % at 12.8 µM; Tyrosyl-DNA phosphodiesterase 2 (Homo sapiens), O95551; T5PNP hydrolysis, p-nitrophenol absorbance 415 nm; 370,000 tested, 0.34% active;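 active means inhibition above the mean of all tested compounds plus 3 SD, set per campaign, cut at about 25% in these data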;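 further: 0% = DMSO with enzyme and 100% = buffer with substrate but no TDP2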
#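 Incubation: 2 h at 37 °C; Test system: recombinant human TDP2; Quantity: enzyme 120 nM; Read-out basis: percent inhibition; Medium: 50 mM Tris-HCl pH 7.5 with Mg2+, KCl, DTT, BSA; Repeats: single replicate; Compound: 12.8 µM single point, 1% DMSO; Signal: epi absorbance; Reagent: 5 mM T5PNP chromogenic substrate; Benchmarks: no-enzyme high, DMSO-plus-enzyme low.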
# ADAM17 inh – ADAM17 inhibitors, primary screen, biochemical, QFRET. 370,000 tested, 0.83% active. recombinant ADAM17, EDANS/DABCYL FRET peptide cleavage. AID 720648, 2013. inhibition, % at 6.95 µM;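 active means inhibition above the mean of compounds lying between control limits plus 3 SD, set per campaign, cut at about 8.5% in these data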;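 further: 0% = DMSO-only wells as the low control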
# Target sequence (P78536 215-824 limits assumed): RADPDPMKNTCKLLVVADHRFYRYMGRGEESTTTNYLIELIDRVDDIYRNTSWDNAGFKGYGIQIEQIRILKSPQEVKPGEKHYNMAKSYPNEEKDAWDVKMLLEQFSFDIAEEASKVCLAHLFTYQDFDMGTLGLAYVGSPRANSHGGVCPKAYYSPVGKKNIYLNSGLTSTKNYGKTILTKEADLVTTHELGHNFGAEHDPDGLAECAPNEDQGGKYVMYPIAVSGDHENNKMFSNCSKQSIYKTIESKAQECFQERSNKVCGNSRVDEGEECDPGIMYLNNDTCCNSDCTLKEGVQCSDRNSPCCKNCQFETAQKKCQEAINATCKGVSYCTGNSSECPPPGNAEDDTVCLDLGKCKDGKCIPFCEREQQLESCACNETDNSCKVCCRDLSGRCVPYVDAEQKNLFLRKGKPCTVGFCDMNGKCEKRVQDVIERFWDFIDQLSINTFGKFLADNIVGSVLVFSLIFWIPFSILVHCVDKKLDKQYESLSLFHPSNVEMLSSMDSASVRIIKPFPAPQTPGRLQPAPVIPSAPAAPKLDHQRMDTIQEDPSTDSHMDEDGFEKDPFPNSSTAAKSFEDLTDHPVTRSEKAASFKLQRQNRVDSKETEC
# Tn7 DDE FP – inhibitors of Tn7 peptide binding to fibrin DD(E), primary screen, biochemical, fluorescence polarization, human fibrin, Tn7 probe | 370,000 tested, 0.13% active | inhibition, % at 8.3 µM | FP displacement of FITC-Tn7 peptide from fibrin DD(E); 0% = median of compound wells per plate | AID 720508, 2013;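 active means inhibition above the mean of compounds falling within the control limits plus 3 SD of them, cut at about 14% in these data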;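 further: 0% = plate median of compound wells and 100% = 10 µM Aha-Tn7 peptide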
#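 Test system: human clot-derived fibrin DD(E) complex / Quantity: 2 µM final DD(E) protein / Incubation: 10 min plus 3 h, room temperature / Measured by: fluorescence polarization / Benchmarks: high control of 10 µM Aha-Tn7 peptide / Replicates: singlicate testing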
# PLC-gamma1 inh – PLC-gamma1 enzyme inhibitors, primary screen, biochemical, fluorescence, purified enzyme; 1-phosphatidylinositol 4,5-bisphosphate phosphodiesterase gamma-1 (Homo sapiens), P19174; fluorogenic substrate; inhibition, % at 12.2 µM; 370,000 tested, 0.84% active; AID 720700, 2013; in the data active means inhibition above about 9.5%
# ASAP1 GAP inh – inhibitors of human ASAP1 ArfGAP activity, primary screen, biochemical, fluorescence polarization. Arf-GAP with SH3 domain, ANK repeat and PH domain-containing protein 1 (Homo sapiens), …. ASAP1-stimulated ARF1 GTP hydrolysis, GDP FP detection. inhibition, % at 16.5 µM. 360,000 tested, 0.19% active. AID 624377, 2012; in the data active means inhibition above about 25%;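 further: 0% = vehicle with enzyme and substrate and 100% = no enzyme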
# ARFGAP1 inh – inhibitors of rat ARFGAP1 GAP activity, primary screen, biochemical, fluorescence polarization, GDP tracer | ADP-ribosylation factor GTPase-activating protein 1 (Rattus norvegicus), Q62848 | Arfgap1-stimulated ARF1 GTP hydrolysis, GDP FP detection | inhibition, % at 16.5 µM | 360,000 tested, 0.26% active | AID 651572, 2012;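 active means inhibition above a per-plate limit, mean inhibition of low control wells plus 3 SD, cut at about 25% in these data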;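 further: 0% = DMSO wells with enzyme and 100% = wells lacking Arfgap1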
# Target sequence (Q62848 1-136 limits assumed): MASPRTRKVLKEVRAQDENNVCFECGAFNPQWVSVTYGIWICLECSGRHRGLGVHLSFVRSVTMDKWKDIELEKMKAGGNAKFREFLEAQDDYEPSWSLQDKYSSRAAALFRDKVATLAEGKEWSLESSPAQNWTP
#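 System: truncated rat Arfgap1 GAP domain / Benchmarks: high control wells lacking Arfgap1, low control full reaction with DMSO / Times: compound-enzyme preincubation 20 min, reaction 120 min, detection 60 min, 25 °C / Repeats: one replicate per compound / Also added: human ARF1(Δ1-17)-GTP substrate / Measured by: Tracer-displacement fluorescence polarization with EDTA stop, 620/688 nm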
# LEDGF integ inh – blockers of LEDGF/p75-dependent integrase strand transfer – biochemical, TR-FRET, high throughput, primary screen; HIV-1 integrase (with human LEDGF/p75); inhibition, % at 3.7 µM; TR-FRET IN-LEDGF/p75 DNA integration, Eu/Cy5; 370,000 tested, 0.64% active;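 active means inhibition above the screen-wide mean plus 3 SD, cut at about 13% in these data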;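 further: signal is the Cy5 over europium emission ratio at 671 and 618 nm; 0% = plate median of compound wells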
# KLK7 zymogen act – proKLK7 zymogen activators, primary screen, biochemical, fluorescence intensity | purified proKLK7, EDANS-DABCYL substrate fluorescence; 100% is mature enzyme control, 0% vehicle | activation, % at 7 µM | 370,000 tested, 0.9% active | AID 652039, 2013;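 active means activation above the mean of all tested compounds plus 3 SD, computed per campaign excluding outliers beyond control limits, cut at about 13% in these data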
# Target sequence (P49862 whole entry, looked up): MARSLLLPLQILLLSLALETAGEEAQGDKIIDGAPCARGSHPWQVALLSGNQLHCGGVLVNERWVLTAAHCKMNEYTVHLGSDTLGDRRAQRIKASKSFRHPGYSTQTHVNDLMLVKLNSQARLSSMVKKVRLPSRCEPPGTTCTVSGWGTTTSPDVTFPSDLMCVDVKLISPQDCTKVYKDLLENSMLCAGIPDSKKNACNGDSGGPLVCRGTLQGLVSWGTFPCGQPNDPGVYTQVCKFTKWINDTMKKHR
# DDE Tn6 FP inh – inhibitors of Tn6 peptide binding to fibrin DD(E), primary screen, biochemical, fluorescence polarization, human fibrin, Tn6 probe | AID 720509, 2013 | 370,000 tested, 0.21% active | inhibition, % at 8.3 µM | Fibrinogen beta chain (Homo sapiens), P02675 | Fibrin DD(E) TRITC-Tn6 fluorescence polarization displacement;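 active means inhibition above a per-campaign cutoff: mean of compounds within control limits plus 3 SD, cut at about 15% in these data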;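 further: 0% = median of all compound wells on the plate and 100% = blocking peptide control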
# ADAM10 inh – human ADAM10 inhibitors, primary screen, biochemical, QFRET, HTS; recombinant ADAM10, EDANS/DABCYL FRET peptide cleavage, 3 h; AID 720582, 2013; 370,000 tested, 0.62% active; inhibition, % at 7 µM;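 active means inhibition above a per-campaign cutoff equal to the mean of compounds falling between control-based bounds plus 3 SD, cut at about 20% in these data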;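 further: 0% = DMSO wells while the 100% control is not disclosed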
# The depositor's hits bear a star; i = inactive; & = joins results of further samples.
SMILES,TDP2 inh,ADAM17 inh,Tn7 DDE FP,PLC-gamma1 inh,ASAP1 GAP inh,ARFGAP1 inh,LEDGF integ inh,KLK7 zymogen act,DDE Tn6 FP inh,ADAM10 inh
CCN(CC)S(=O)(=O)N1CCC(C(=O)N2CCC3(CC2)OCCO3)CC1,-4.7,3.7,1.9,-0.1,7.0,-1.2,-8.0,-0.1,2.3,-2.7
Fc1ccc2c(c1)nnn2C1CCN(Cc2nnnn2CCc2ccccc2)CC1,5.0,-2.1,0.7,0.5,-10.6,-4.8,3.6,-0.5,3.5,1.9
CS(=O)(=O)NNP(=O)(NNS(C)(=O)=O)NC(=O)c1ccc(Br)cc1,5.8,-2.0,-0.6,-1.6,-2.9,-17.2,-1.1,-0.5,7.2,0.6
N#CC1c2ccccc2-n2nncc2CN1C(=O)c1ccccc1F (stereo not given),3.6,-1.6,-7.9,2.8,7.7,-1.8,4.3,0.1,-4.5,1.0
Oc1c(Br)cc(-c2ccccc2)cc1Br,0.0,2.1,-4.2,0.1,-14.3,-18.4,9.6,0.0,-0.7,3.3
CCCCCN1C(=O)c2cc(OC)ccc2[C@@]2(C(=O)OCC)Cc3cc(OC)ccc3[C@@H]12,-8.2,4.9,-1.3,0.5,-1.9,14.6,-1.6,0.6,0.1,0.5
Cn1cc(C(=O)OCC(=O)Nc2ccccc2)c2ccccc21,4.1,-0.8,4.1,1.4,6.5,15.2,3.9,-0.4,-6.2,-3.9
CN1C(=O)C(=Cc2cc([N+](=O)[O-])ccc2N2CCCCC2)C(=O)N(C)C1=O,-17.1,4.8,2.5,-1.2,3.8,4.3,3.8,-0.1,1.4,6.6
NCCc1ccc(S(N)(=O)=O)cc1,-6.3,-3.9,2.4,-2.7,12.9,-10.8,4.4,-0.6,8.2,-11.8
CC1C2Cc3ccc(O)cc3[C@]1(C)CCN2CCc1ccccc1 (stereo not given in full),-0.1,-2.1,4.7,-1.2,-13.7,-3.0,2.4,0.2,7.9,-10.3
C#CC1(O)C=CC2C3CCC4=CC(=O)CCC4C3CCC21CC (stereo not given),11.0,-0.8,3.2,-1.1,0.8,-4.9,0.0,0.0,3.9,4.2
CC(C)CCn1c(=O)c(C(=O)NCc2ccco2)c(O)c2ccccc21,5.1,-1.5,4.4,-0.1,4.8,4.7,1.8,0.5,-7.2,0.2
Cc1nn(Cc2ccccc2)c(Cl)c1C(=O)OC(C)C(=O)Nc1ccc(F)cc1Cl (stereo not given),5.4,-3.7,0.5,-2.6,-3.5,-9.5,0.6,0.1,3.2,-7.8
CC(C(=O)Nc1ccc(Cl)cc1Cl)N1CC=C(c2ccccc2)CC1 (stereo not given),4.4,1.9,1.8,1.6,-17.5,2.1,2.0,0.3,-3.7,-1.4
O=C(c1cc(-c2ccccc2)nc2ccccc12)N1CCC2(CC1)OCCO2,-7.0,-5.0,3.4,-1.5,9.5,4.0,-1.7,-0.8,2.2,-8.4
CCOC(=O)C1(c2ccccc2)CCN(CCC(=O)Nc2ccc(C(=O)OC)cc2)CC1,0.1,-1.1,6.8,-0.2,5.1,7.3,-1.8,0.1,4.1,-14.1
C=CCN1C[C@@H](C)N(C(c2ccc(C(=O)N(CC)CC)cc2)c2cccc(OC)c2)C[C@@H]1C (stereo not given in full),-8.8,-7.3,2.5,-0.2,6.5,6.0,-2.4,-0.6,-7.0,-6.4
Nc1c(Br)cc([N+](=O)[O-])cc1[N+](=O)[O-],-9.8,1.1,-4.6,0.7,-8.3,0.4,0.0,0.1,-7.4,-1.9
CC(Cc1ccccc1)NCCC(=O)NC(C)Cc1ccccc1 (stereo not given),-14.5,2.0,-12.6,5.8,-1.9,-5.3,-0.1,-1.3,6.8,12.4
N[C@@H](CCl)C(=O)O,-2.5,-6.0,-2.9,0.4,3.9,11.6,-0.9,0.1,-4.9,-6.7
COc1ccc(CCNCc2sccc2C)cc1,8.2,0.7,-3.3,0.4,-0.9,3.7,4.6,0.1,-2.5,3.1
COc1ccc(OC(=O)N(C)C[C@H]2OCc3cnnn3CCCC(=O)N([C@@H](C)CO)C[C@@H]2C)cc1,-5.9,6.5,3.0,3.2,-15.7,-2.8,2.9,-0.4,-7.7,5.9
CCCCCn1c(=O)c(C(=O)Nc2nc(CC(=O)OCC)cs2)c(O)c2ccccc21,1.5,1.7,0.2,2.7,4.8,-2.6,5.9,-0.4,5.6,-3.0
Cc1cc(OCC(=O)NC(Cc2ccc(Cl)cc2)C(=O)O)c2c3c(c(=O)oc2c1)CCCC3 (stereo not given),9.1,-99.3,3.0,-73.8,-0.1,-7.2,2.4,1.5,-1.6,-416.7
O=c1[nH]c(=S)[nH]c(O)c1N=Nc1ccc(S(=O)(=O)N2CCc3ccccc32)cc1,-19.5,6.8,5.0,9.4,-4.5,-14.0,-0.2,-0.3,-8.4,18.2
O=c1c2ccccc2nc(CSc2ncnc3nc[nH]c23)n1-c1ccccc1,-8.0,-1.2,2.2,4.4,-5.1,0.8,1.6,-0.4,-8.9,-4.6
CN1/C(=C\C=Nc2ccccc2)C(C)(C)c2ccccc21,-1.7,1.5,-8.1,-11.6,-1.1,12.2,1.3,0.3,6.2,-23.2
OC1CCCCC1N1CCC(c2ccccc2)CC1 (stereo not given),8.6,-1.8,-4.0,-0.7,3.1,0.1,2.1,0.0,-0.8,-0.6
CCN1CCN(C(=O)COc2ccc(S(=O)(=O)N3CCOCC3)cc2C)CC1,3.2,1.1,2.2,2.3,-1.4,0.8,8.4,0.6,-2.1,-4.0
CCOC(=O)CC(NC(=O)C(Cc1ccc(N(CCCl)CCCl)cc1)NC(C)=O)C(=O)OCC (stereo not given),-3.7,-1.5,0.0,2.1,2.4,-9.6,-5.8,-0.3,-4.3,-0.7
CN(C)/C=C1/C(=O)NC(=O)N(CCNc2ncc(C(F)(F)F)cc2Cl)C1=O,7.5,-4.4,-5.3,-5.2,4.9,-10.5,2.7,-0.4,0.2,-4.3
Fc1ccc(Cn2nnnc2CN2CCC(n3nnc4cc(C(F)(F)F)ccc43)CC2)cc1,-9.8,-0.6,3.9,7.5,-2.3,-1.3,-0.1,0.3,3.7,-10.2
NC(N)=N/N=C/c1ccc(N2CCOCC2)cc1,5.7,-99.3,1.1,-47.1,-2.7,-3.9,-5.0,8.2,1.3,-256.4
COc1ccc(-c2cc(=NCCCCCC(=O)O)c3cc(C)ccc3o2)cc1,-5.5&8.0,i,4.0&8.0,i,-8.5&3.7,-5.5&7.8,-1.7&0.2,105.2*,2.7&8.1,i
COc1ccccc1OCC#CCN1CCCCCC1,9.3,-2.2,-0.1,-0.7,6.5,16.3,-1.2,0.1,-5.5,1.5
COC(=O)C1=C(c2ccccc2)C[C@@H]2CC[C@H]1N2C(=O)N1CCC(C)CC1,-1.1,3.0,2.0,2.3,1.7,-6.9,1.1,0.1,-2.1,-1.8
CCOC(=O)[C@]12Cc3ccc4ccccc4c3[C@H]1N(Cc1ccccc1)C(=O)c1ccccc12,-9.8,5.5,-2.9,10.6*,-15.1,-3.6,5.0,0.4,-5.4,-3.9
CCOC(=O)c1cn2nc(OP(=S)(OCC)OCC)cc2nc1C,-4.7,-0.4,-0.6,-1.6,9.8,9.1,0.1,0.1,-2.4,3.0
O=c1cccc2n1CC1CC2CN(S(=O)(=O)c2ccccc2)C1 (stereo not given),2.9,-5.7,3.2,-1.2,2.6,0.8,-4.7,0.4,5.5,-4.9
Cc1ccsc1/C=C1\C(=O)NC(=S)N(C)C1=O,4.2,-2.3,2.7,-3.4,1.4,2.7,0.7,-0.1,2.5,4.2
COC(=O)c1c(C)[nH]c(C(=O)C(C)[N+]23CCN(CC2)CC3)c1C (stereo not given),-7.8,-0.6,-0.2,2.1,7.8,-2.7,1.9,0.1,-10.4,7.5
O=C(c1ccco1)N1Cc2ccccc2-n2nncc2C1,-5.1,-0.7,1.9,2.4,3.1,-11.7,0.4,-0.3,9.0,-18.6
CCN(CC)CCCN=C(C)c1c(O)n(-c2ccccc2)c(=O)[nH]c1=O,8.0,-0.3,0.6,-3.1,3.4,6.0,-0.7,0.2,-0.2,1.1
c1ccc(P(c2ccccc2)c2ccccn2)cc1,-1.9,-3.1,2.2,0.6,-8.9,-1.2,1.1,-0.4,0.1,-15.5
COc1cc(C)cc(CN2CC=C(c3ccccc3)CC2)c1O,-9.9,0.9,-7.4,0.2,6.3,-0.1,4.2,0.4,3.9,-0.5
CN1CCc2c([nH]c3ccccc23)C1,8.5,-5.0,-2.4,-13.4,9.2,3.5,5.8,0.0,2.8,-17.9
COC(=O)C(C)Oc1cc(C)cc2oc(=O)c3c(c12)CCC3 (stereo not given),-0.2,-202.7,3.8,-154.7,-7.5,-11.8,-3.9,16.5*,-2.9,i
CC1CCC[C@H](O)CCCCCc2cc(O)cc(O)c2C(=O)O1 (stereo not given in full),9.3,-5.2,6.8,1.2,-6.4,24.2,-1.6,-0.1,-6.2,-11.8
CN(C(=O)c1ccco1)C1(c2ccccc2Cl)CCCCC1=O (stereo not given),4.7,-0.5,5.5,-0.5,-11.7,-1.1,-0.6,0.2,2.2,2.8

# The list is partial; rates above refer to the full screens.
